# DAGLB inhibitor – blocks human DAGLB lipase activity. Q8NCG7. HEK293T DAGLB membrane lysate, EnzChek fluorogenic substrate. inhibition, % at 5.17 µM. 340,000 compounds, 0.059% hits; in the data active means inhibition above about 34%;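 further: 0% = enzyme with vehicle and 100% = wells lacking enzyme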
# Target sequence (Q8NCG7 whole entry, looked up): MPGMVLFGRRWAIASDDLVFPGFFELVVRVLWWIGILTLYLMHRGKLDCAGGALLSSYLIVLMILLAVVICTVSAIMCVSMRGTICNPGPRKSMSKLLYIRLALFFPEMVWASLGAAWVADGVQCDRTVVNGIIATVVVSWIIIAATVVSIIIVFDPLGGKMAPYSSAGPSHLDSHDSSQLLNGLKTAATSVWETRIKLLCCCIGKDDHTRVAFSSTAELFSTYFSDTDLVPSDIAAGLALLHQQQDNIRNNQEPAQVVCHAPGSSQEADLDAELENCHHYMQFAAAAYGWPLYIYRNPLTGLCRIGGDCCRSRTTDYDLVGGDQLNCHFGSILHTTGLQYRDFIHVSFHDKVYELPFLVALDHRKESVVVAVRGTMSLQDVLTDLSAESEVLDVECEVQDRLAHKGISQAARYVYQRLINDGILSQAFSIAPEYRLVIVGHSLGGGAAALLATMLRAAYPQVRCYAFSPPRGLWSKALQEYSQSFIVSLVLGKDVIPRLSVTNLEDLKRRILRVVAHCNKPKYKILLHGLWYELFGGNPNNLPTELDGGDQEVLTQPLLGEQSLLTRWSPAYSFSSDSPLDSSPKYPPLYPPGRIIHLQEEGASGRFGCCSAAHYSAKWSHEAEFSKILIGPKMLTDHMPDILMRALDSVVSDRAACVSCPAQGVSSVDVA
# phage Ecoli inh – E. coli growth loss with phage present | growth absorbance | inhibition, % at 11.9 µM | 360,000 compounds, 0.26% hits; in the data active means inhibition above about 11%
# Wnt act – activates Wnt/beta-catenin signaling in a reporter cell assay | 300,000 compounds, 1.2% hits | activator, plate reader | AID 743398 | activation, % at 9.35 µM; in the data active means activation above about 30%, passing the limit was not always enough; inconclusive means no clear call, values can overlap the other calls;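 further: 0% = neutral control wells and 100% = positive control wells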
# Tat export inh – inhibitors of E. coli Tat protein transport. E. coli MC4100 TorA-mCherry Tat export, fluorescence. inhibition, % at 10 µM. 340,000 compounds, 0.036% hits;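 active means mean replicate inhibition at least 50% and at least half of replicates individually reaching 50%; inconclusive means only one of the two criteria met; inactive means neither criterion met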;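 further: exported cargo escapes ClpAP degradation while cytoplasmic cargo is degraded and loses fluorescence; 0% = median of neutral control wells and 100% = median of NaSCN control wells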
# CAL PDZ inh – blocks peptide binding to human CAL PDZ domain | Q9HD26 | purified CAL PDZ, TMR-peptide fluorescence polarization, 1 h | inhibition, % at 20 µM | 330,000 compounds, 0.02% hits | AID 504414;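 active means highest replicate inhibition of at least 40%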;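 further: plate controls were DMSO neutral control wells for no effect and unlabeled competitor peptide control wells for full effect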
#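 Material: tagged CAL PDZ protein CerCALP, purified; buffer or medium: sodium phosphate/NaCl buffer pH 7.4 with TCEP, IgG, Thesit; also added: fluorescent TMR peptide probe; schedule: 1 h incubation at room temperature before polarization reading; technique: fluorescence polarization from S- and P-plane intensities, G-factor corrected; control set: unlabelled peptide and DMSO controls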
# E coli growth – counter-screen for AddAB inhibitors: E. coli growth inhibition | inhibition, % at 11.9 µM | 330,000 compounds, 0.27% hits | E. coli V3065 growth, OD600 absorbance, 18 h;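 active means inhibition above the campaign's mean inhibition across all tested compounds plus 3 SD, cut at about 9.9% in these data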;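 further: uninfected addAB+ strain grown without phage in ampicillin broth; 0% = DMSO wells and 100% = ciprofloxacin 0.95 µg/ml wells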
# Rtt109 Vps75 – blocks Candida albicans Rtt109/Vps75 acetyltransferase activity; purified Rtt109/Vps75, ThioGlo CoA-SH fluorescence, 4 h; inhibition, % at 34.9 µM; 330,000 compounds, 0.16% hits;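 active means inhibition of at least 50% in every replicate; inconclusive means best replicate reaches 50% inhibition but some replicates fall short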
# Target sequence (Q5AAJ8 whole entry, looked up): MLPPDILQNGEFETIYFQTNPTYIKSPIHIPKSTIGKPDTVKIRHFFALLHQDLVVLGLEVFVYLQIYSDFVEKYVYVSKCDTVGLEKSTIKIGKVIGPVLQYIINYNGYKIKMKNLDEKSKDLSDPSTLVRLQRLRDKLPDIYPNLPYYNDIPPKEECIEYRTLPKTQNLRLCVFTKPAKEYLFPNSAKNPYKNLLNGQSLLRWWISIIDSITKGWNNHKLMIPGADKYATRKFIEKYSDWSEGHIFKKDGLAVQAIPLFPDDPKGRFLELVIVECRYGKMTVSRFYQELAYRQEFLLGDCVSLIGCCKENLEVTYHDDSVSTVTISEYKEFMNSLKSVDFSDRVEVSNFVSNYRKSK
# AddAB inh – less growth of phage-infected E. coli with AddAB | E. coli expressing H. pylori AddAB, absorbance growth | AID 435030 | 330,000 compounds, 0.29% hits | inhibition, % at 11.9 µM; in the data active means inhibition above about 12%;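 further: 0% = vehicle wells of infected cells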
# PvdQ inh – P. aeruginosa PvdQ acylase inhibition | purified PvdQ acylase, fluorescence plate reader | AID 488965 | 340,000 compounds, 0.063% hits | inhibition, % at 10 µM; in the data active means inhibition above about 30%, passing the limit was not always enough; inconclusive means no clear call, values can overlap the other calls;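 further: 0% = vehicle neutral wells and 100% = reference inhibitor wells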
# PfHsp90 yeast 2 – inhibits growth of yeast expressing Plasmodium falciparum Hsp90 | AID 504621 | S. cerevisiae expressing PfHsp90, BacTiter-Glo ATP, 48 h; yeast lacking PDR1 and PDR3 efflux regulators | 310,000 compounds, 0.32% hits | inhibition, % at 9.4 µM;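 active means every replicate shows inhibition above about 80%, whatever the replicate mean, limit read from the data; inconclusive means mean inhibition reaches the set limit but some replicate falls short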;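 further: 0% = DMSO neutral controls and 100% = 20 µM radicicol positive controls; yeast relying on Plasmodium falciparum Hsp90 in place of its own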
# An asterisk follows results filed as active; ? = inconclusive; . = not tested or not shown; & = joins results of further samples.
# The first four compounds, ahead of the listing:
# The line under a structure holds: E coli growth, CAL PDZ inh, PfHsp90 yeast 2, Wnt act, phage Ecoli inh, Rtt109 Vps75, Tat export inh, AddAB inh, PvdQ inh, DAGLB inhibitor
C=CCNC(=O)COC(=O)c1c2c(nc3ccccc13)CCC2
 : -1.6, 0.0, -15, -2, 1.3, 14, -1, 1.7, 7, 1
COc1cc(O)c(C=Nc2ccccc2NS(=O)(=O)c2ccc(C)cc2)c(OC)c1
 : ., -1.6, -8, -1, 3.3, 0, 0, ., -4, 3
Cc1[nH]n(-c2ccccc2)c(=O)c1N=Nc1ccccc1O
 : ., ., 15, -3, 4.2, 2, 7, ., 4, 31
COC(=O)c1cccc(NC(=O)Cn2nnc3ccccc32)c1
 : 0.6, -2.5, 4, 3, 3.9, -4, -3, 5.3, -2, -4

# Results, from the start:
# The line under a structure holds: E coli growth, CAL PDZ inh, PfHsp90 yeast 2, Wnt act, phage Ecoli inh, Rtt109 Vps75, Tat export inh, AddAB inh, PvdQ inh, DAGLB inhibitor
C=CCNC(=O)COC(=O)c1c2c(nc3ccccc13)CCC2
 : -1.6, 0.0, -15, -2, 1.3, 14, -1, 1.7, 7, 1
COc1cc(O)c(C=Nc2ccccc2NS(=O)(=O)c2ccc(C)cc2)c(OC)c1
 : ., -1.6, -8, -1, 3.3, 0, 0, ., -4, 3
Cc1[nH]n(-c2ccccc2)c(=O)c1N=Nc1ccccc1O
 : ., ., 15, -3, 4.2, 2, 7, ., 4, 31
COC(=O)c1cccc(NC(=O)Cn2nnc3ccccc32)c1
 : 0.6, -2.5, 4, 3, 3.9, -4, -3, 5.3, -2, -4
CC(C)N1C(=S)SC(C)(C)C1NO (stereo not given)
 : -0.7, -0.3, -4, -2, 2.2, -6, 4, -0.9, -6, -2
CCOC(=O)c1c(-c2ccc(C)cc2C)csc1NC(=O)CSc1nnnn1C
 : -1.4, -2.6, 8, ., 0.6, 6, 3, 0.7, -19, -6
CC(C)(C)OC(=O)C[C@@H]1C/C=C\C[C@@H](CC(=O)N[C@H](CO)Cc2ccccc2)C(=O)NC[C@H](c2ccccc2)OC1=O
 : -1.4, -2.1, -4, 2, 1.6, -1, -5, 0.1, -8, 0
Clc1ccc2nc(-c3cccc(SC4CCCCC4)c3)c(NCc3ccccc3)n2c1
 : 1.2, -0.1, -4, 3, 2.5, -1, 2, 3.3, -7, -23
O=C(Nc1ccc(N2CCOCC2)c(S(=O)(=O)Nc2ccccc2Cl)c1)c1ccc(F)cc1
 : 1.0, -0.9, ., -3, 4.2, 7, -3, 3.5, 7, -5
O=C(CNC(=O)c1ccccc1)OCCCOC(=O)CNC(=O)c1ccccc1
 : 0.9, -4.4, -1, -1, 4.2, -15, 5, 1.2, -12, -1
O=C(O)c1ccc(CSc2nnc(-c3ccco3)n2-c2ccccc2)cc1
 : -1.5, 0.0, -8, -2, 5.0, 5, -6, 2.3, -11, 0
CC(=O)N(c1nc(CCl)cs1)c1ccc(C)cc1C
 : 4.4, -2.2, 13, -3, 0.4, 0, -2, 4.4, -11, -1
CC(C)(C)c1cc(/C=C2\NC(=O)NC2=O)cc(C(C)(C)C)c1O
 : -2.3, 0.3, 5, 0, -0.2, 2, 5, 0.4, -12, 1
COc1ccc(/C(C)=N/OCC(=O)Nc2nc3ccccc3s2)cc1
 : 0.2, -1.7, 4, ., 3.1, -11, 2, 0.9, 2, -13
Cc1nn(-c2ccc(Cl)cc2)c2[nH]c(=O)c(CNCc3ccc4c(c3)OCO4)cc12
 : -0.7, -0.3, -8, ., 1.9, 4, 9, 0.3, -2, -1
Oc1cccc(CCC2CCCCN2Cc2cn[nH]c2-c2ccc3c(c2)OCO3)c1 (stereo not given)
 : 0.5, -0.7, -7, -1, 0.8, 3, 19, 3.2, -4, 2
CS(=O)(=O)N(CC(O)Cn1c2ccccc2c2ccccc21)c1cccc2ccccc12 (stereo not given)
 : 0.6, -3.8, -24, ., 1.8, 2, -1, 1.8, -11, -4
CCN(CC)S(=O)(=O)c1ccc(OC)c(NC(=O)c2ccc(=O)[nH]c2)c1
 : 0.8, 0.3, 3, -2, 2.1, 7, ?, -0.7, 13, -2
CC(=O)Nc1ccc(NS(=O)(=O)c2cc([N+](=O)[O-])ccc2C)cc1
 : 1.2, 0.4, 2, -1, 3.9, -8, -5, -0.3, -5, -1
C/C(=N/NS(=O)(=O)c1ccccc1)c1c[nH]c2ccccc12
 : ., -2.0, -7, -1, 2.7, 14, 0, ., 1, -5

# Going on with the list:
# The line under a structure holds: E coli growth, CAL PDZ inh, PfHsp90 yeast 2, Wnt act, phage Ecoli inh, Rtt109 Vps75, Tat export inh, AddAB inh, PvdQ inh, DAGLB inhibitor
COc1ccc(-c2ccc(CCC(=O)O)n2NC(=O)c2cccs2)cc1
 : -0.8, -0.6, 14, -1, 4.3, 4, 0, 2.1, -17, -1
CCOc1ccc(CCNC(=O)COC(=O)c2cccc(OC)c2O)cc1OCC
 : -0.2, -2.6, 3, -1, 4.9, -10, -4, 0.8, 8, 1
Cc1ccc(C(C(=O)NC(C)(C)C)N(Cc2ccccc2)C(=O)c2snc(C(N)=O)c2N)o1 (stereo not given)
 : -4.5, -2.6, 6, -4, 5.5, -6, 0, 1.7, -5, 0
CCOc1ccc(NC(=O)CN(C)C(=O)c2ccc(-c3ccc(C(C)=O)cc3)o2)cc1OCC
 : 0.8, -3.1, 5, 16, 4.1, 6, -1, -0.3, -3, 2
Cc1cccc(N=C2NC(=O)/C(=C/c3cccs3)S2)c1
 : 1.1, -2.9, -31, 4, 0.2, 4, -12, 1.8, 17, 3
COc1cc2c(cc1OC)CN(C(C)C(=O)Nc1ccc(NC(C)=O)cc1)CC2 (stereo not given)
 : -1.3, -0.1, ., ., 0.0, 4, -3, -1.2, 9, -3
COc1ccc(CN=C2NC(=O)CC(C(=O)Nc3ccc(Cl)cc3)S2)cc1 (stereo not given)
 : -0.6, -0.8, 6, -3, 4.4, 4, 0, 2.7, 4, -2
CC(C)Cn1c(N)c(C(=O)COC(=O)[C@H](C)NC(=O)c2ccccc2Cl)c(=O)n(C)c1=O
 : -0.4, -1.1, 10, 3, 3.5, 7, 3, 0.0, -7, 2
CC(=O)N1CCN(c2ccc(OC[C@H]3CO[C@](Cn4ccnc4)(c4ccc(Cl)cc4Cl)O3)cc2)CC1
 : -1.6, -0.4, 104*, -2&-1, 2.9, 11, 23, -1.3, -15, 5
CCOc1ccc(CN2CCNC(=O)C2CC(=O)NCCc2nc(C)c3c(n2)CCC3)cc1 (stereo not given)
 : ., -1.3, 11, 1, 0.5, 0, 1, ., -9, 2
O=C(Nc1ccccc1-c1ccccc1)c1cccc([N+](=O)[O-])c1
 : 1.1, ., ., 28, -1.4, 6, -3, 1.6, -22, -4
CN(CC(=O)Nc1ccc(Cl)cc1)C(=O)C1=COCCO1
 : -0.2, -1.3, ., -2, 2.3, 1, -2, 2.7, -14, 1
Cc1ccc(C2NC(=O)c3ccccc3N2)s1 (stereo not given)
 : -0.6, -1.4, 1, ., 5.6, -4, -9, -0.5, 10, 3
CCN(C(=O)COC(=O)c1cccnc1Nc1cccc(C(F)(F)F)c1)C1CCS(=O)(=O)C1 (stereo not given)
 : -2.6, -0.3, 6, -1, -1.1, 0, 4, 0.2, 2, -5
O=C(CN1C(=O)c2cccc([N+](=O)[O-])c2C1=O)N1CCN(c2ccc(F)cc2)CC1
 : 1.0, -0.5, -1, 0, -1.6, -2, -5, 1.6, -15, -2
NC(=O)c1cc(N2C(=O)C=CC2=O)ccc1Cl
 : -0.6, ., ., ., ., 1, -5, 0.3, -11, -1
CCOc1ccc(NC(=O)NNC(=O)C2CCC(C(C)(C)C)CC2)cc1 (stereo not given)
 : 1.9, -1.3, -3, 8, 1.8, 11, 10, 2.8, 1, -5
O=C(c1ccccc1)c1cccn1CC(=O)N1CCN(c2ccc(F)cc2)CC1
 : -1.5, -0.2, 14, ., 1.6, 0, 0, -3.9, 3, -2
CN(Cc1ccccc1)C(=O)c1ccc(NC(=O)Cc2ccc(NC(=O)C3CCCN(C(=O)CCc4ccccc4)C3)cc2)cc1 (stereo not given)
 : ., 1.5, -22, -2, 0.9, -4, 0, ., 8, 3
Cc1ccc(F)cc1NC(=O)CCOc1ccccc1
 : 0.3, -0.1, -46, 1, 2.2, -17, 2, 1.3, -3, -6

# (further entries)
# The line under a structure holds: E coli growth, CAL PDZ inh, PfHsp90 yeast 2, Wnt act, phage Ecoli inh, Rtt109 Vps75, Tat export inh, AddAB inh, PvdQ inh, DAGLB inhibitor
CCCOc1ccc(/C(O)=C2/C(=O)C(=O)N(CCCOC)C2c2cccnc2)cc1 (stereo not given)
 : 0.2, -0.8, 12, ., -1.2, 6, -6, -1.3, -12, 0
O=C(c1cccc(F)c1)N(Cc1nc2ccccc2c(=O)[nH]1)C1CCCC1
 : -1.1, -3.4, 18, -2, 1.1, 7, 23, 2.5, -13, 4
CCn1c2ccccc2c2nc3cc(S(=O)(=O)N4CCOCC4)ccc3nc21
 : ., -2.2, ., ., ., 2, 7, ., -11, -1
CCC(=O)N1CCN(c2ccc(NC(=O)COc3cccc(C)c3C)cc2)CC1
 : 2.8, -2.5, -2, 1, 1.9, -1, 0, 6.8, -8, -1
COc1cc(SC)ccc1C(=O)NCCc1c[nH]c2ccccc12
 : 3.2, 12, -10, 3, 5.4, 15, 5, -1.9, -9, 0
Cc1cccc(NC(=O)CSc2nnc(CNC(=O)c3ccco3)n2C)c1
 : 0.2, -1.1, 3, -2, -0.2, 3, -2, 2.2, -4, 0
O=S(=O)(Nc1cccc(Oc2ccc(Cl)cc2)n1)c1ccc(F)cc1
 : 0.5, -0.3, 10, ., ., -8, 4, 1.8, -6, -5
CCN1C[C@@H]2[C@@H]3C(=O)N(Cc4ccccc4)C(=O)[C@@H]3[C@](Cc3ccccc3)(C(=O)OC)N2C1=NCc1ccccc1
 : ., 1.1, 3, -4, -0.4, 8, 3, ., -2, -1
O=C(COC(=O)/C=C/c1cccc(C(F)(F)F)c1)NCc1cccs1
 : -1.6, -1.0, 7, -4, 3.9, 0, -7, -2.5, 2, -6
COc1ccc(CN(C)c2ncnc3sccc23)c(OC)c1OC
 : 0.6, -2.4, 0, -2, 1.8, -8, -10, 3.9, -8, -5
CN1C(=O)Cc2cc(S(=O)(=O)N3CCN(c4cccc(C(F)(F)F)c4)CC3)ccc21
 : -0.6, 0.2, -17, -5, -1.5, -8, -4, 1.4, -12, -3
FC(F)(F)c1ccccc1/C=N/n1c(C2CCCCC2)n[nH]c1=S
 : -1.9, ., -196, 1, 1.9, 0, 1, 1.7, -12, -9
O=C1NCCN1Cc1ccccc1
 : -0.2, -0.5, ., ., 1.3, 11, -5, -0.1, -2, -1
O=C(CN=C1NS(=O)(=O)c2ccccc21)OCC(=O)c1ccccc1
 : -1.2, -0.5, 7, 6, -0.5, 4, -11, 0.4, -10, 1
Cc1cc[n+](-c2nc([O-])sc2/C=N/Nc2ccc([N+](=O)[O-])cc2)cc1
 : -1.4, 1.3, 21, -4, 0.0, -1, -9, 0.3, -2, 7
COC(=O)CN(c1nc(C)c(Cl)c(OC)n1)S(=O)(=O)c1ccc(C)cc1
 : 1.8, 0.0, 20, ., 2.1, 3, 25, 0.9, -8, -6
O=C(O)c1ccc(NC2=C(Cl)C(=O)c3ccccc3C2=O)cc1
 : -0.1, 1.6, -37, -21, 0.9, -2, 2, -0.7, -9, 3
